Screening results: PubChem, National Center for Advancing Translational Sciences (NCATS)
LDHA block – qHTS assay for inhibitors of human lactate dehydrogenase; purified LDHA, NADH/diaphorase-resazurin fluorescence; stronger effect = lower value; activity change, % (values are at about 110 or 230 µM); hit rate 0.15% among 480,000; AID 1347041, 2019; in the data active = activity change below about -30%; inconclusive = mostly about -25% to -30%;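 note: plate controls were DMSO wells for no effect and wells without enzyme for full effect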
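Remaining NADH was detected by diaphorase (0.133 mg/mL) converting 37 µM resazurin to fluorescent resorufin, read at 0 and 20 minutes. The preceding 5-minute room-temperature reaction used 2 nM LDHA, 0.2 mM sodium pyruvate and 0.06 mM NADH at pH 7.4.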
Pol beta inh – qHTS Assay for Inhibitors of DNA Polymerase Beta. hit rate 1.3% among 340,000. P06746. Pol beta primer extension/strand displacement, fluorescence kinetic. Potency, µM (series often up to 114 µM), inactives show at the highest dose activity change, negative = inhibition, hits mostly inhibitors; note: potency is the fitted concentration of half-maximal effect; % is set by controls: 0 for no effect and ±100 for the full control effect
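Pol beta (10 nM) was preincubated with compound for 15 min at room temperature. The reaction was then started with 50 nM substrate and read immediately and after a further 10 min at room temperature.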
Apoferritin bind – qHTS Assay for Identification of Novel General Anesthetics; Ferritin light chain (Equus caballus), P02791; apoferritin/1-aminoanthracene competitive binding, fluorescence; Potency, µM (highest dose often 77.5 µM), for the others: top-dose activity change, negative = displacement, most hits filed as inhibitors; hit rate 0.074% among 350,000; AID 485281, 2010; note: potency is the fitted concentration of half-maximal effect; % is set by controls: 0 for no effect and ±100 for the full control effect; nearly all actives have a fitted effect of over 20% in size
Target sequence (P02791 2-175 limits assumed): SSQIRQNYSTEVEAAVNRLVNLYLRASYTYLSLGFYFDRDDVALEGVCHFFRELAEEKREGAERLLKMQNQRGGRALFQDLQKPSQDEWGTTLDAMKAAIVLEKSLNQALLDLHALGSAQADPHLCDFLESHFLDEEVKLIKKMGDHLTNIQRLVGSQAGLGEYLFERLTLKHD
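Steps: apoferritin (10 uM) was premixed with half-saturated 1-AMA in PBS, compounds were pin-transferred, plates stood 10 min at room temperature, fluorescence was read at 380/535 nm, and curves were fitted with a Hill equation.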
RGS4 inhibitor – Inhibitors of Regulator of G Protein Signaling (RGS) 4: qHTS; AID 504845, 2011; hit rate 0.039% among 390,000; Regulator of G-protein signaling 4 (Homo sapiens), P49798; Transcreener GDP fluorescence polarization, RGS4-accelerated GTP hydrolysis; Potency, µM (top dose mostly 114 µM), without a hit: top-dose activity change, negative = inhibition, hits mostly inhibitors; note: potency is the fitted concentration of half-maximal effect; % is set by controls: 0 for no effect and ±100 for the full control effect; nearly all actives have a fitted effect of over 75% in size; some results filed as inactive show a strong effect at the top dose
Target sequence (P49798 whole entry, looked up): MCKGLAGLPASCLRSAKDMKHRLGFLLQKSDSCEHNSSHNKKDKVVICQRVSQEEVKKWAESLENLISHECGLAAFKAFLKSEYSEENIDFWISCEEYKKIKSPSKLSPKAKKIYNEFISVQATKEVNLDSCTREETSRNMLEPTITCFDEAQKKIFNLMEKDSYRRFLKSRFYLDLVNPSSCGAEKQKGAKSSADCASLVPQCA
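MLSMR compounds (23 nl, pin-transferred) preincubated 10 min at room temperature with a 500nM (2x) first reagent, then RGS4 at 900nM (2x) plus Transcreener GDP mix added; fluorescence polarization (620/688 nm) read before and after 90 min at 30 °C.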
ALOX12 inh – Primary qHTS assay for inhibitors of human arachidonate 12S-lipoxygenase (ALOX12): Round 2 | purified 12hLO, xylenol orange hydroperoxide absorbance | Potency, µM (series often up to 108 µM), inactives show at the highest dose activity change, negative = inhibition, usual class: inhibitors | hit rate 1.1% among 580,000; note: potency is the fitted concentration of half-maximal effect; % is set by controls: 0 for no effect and ±100 for the full control effect
Target sequence (P18054 whole entry, looked up): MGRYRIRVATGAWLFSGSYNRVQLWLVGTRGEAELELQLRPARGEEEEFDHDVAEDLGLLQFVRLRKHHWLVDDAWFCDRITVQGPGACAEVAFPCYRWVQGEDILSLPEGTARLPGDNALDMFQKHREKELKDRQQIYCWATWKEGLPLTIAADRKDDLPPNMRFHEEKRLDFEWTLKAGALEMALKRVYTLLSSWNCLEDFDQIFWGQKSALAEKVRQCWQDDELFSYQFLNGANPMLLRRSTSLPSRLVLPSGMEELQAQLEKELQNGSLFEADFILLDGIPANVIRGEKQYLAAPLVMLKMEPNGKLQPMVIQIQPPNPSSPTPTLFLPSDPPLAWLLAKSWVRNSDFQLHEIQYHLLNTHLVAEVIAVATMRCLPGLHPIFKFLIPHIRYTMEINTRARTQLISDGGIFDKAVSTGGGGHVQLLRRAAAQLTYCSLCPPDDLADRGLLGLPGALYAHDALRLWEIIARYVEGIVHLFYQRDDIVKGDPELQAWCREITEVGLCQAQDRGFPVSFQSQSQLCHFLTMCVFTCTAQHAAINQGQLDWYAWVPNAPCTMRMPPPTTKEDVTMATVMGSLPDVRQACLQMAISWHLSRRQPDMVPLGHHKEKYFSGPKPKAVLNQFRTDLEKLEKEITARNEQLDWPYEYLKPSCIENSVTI
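Purified human 12hLO (150 nM final) in 25 mM Hepes, 0.01% Triton X-100, pH 7.0 was preincubated 15 min at room temperature with compound. Then 40 uM arachidonic acid was added, 30 min. Hydroperoxide was read by Fe-XO absorbance ratio 573/405 nm.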
ERG-DNA inh – qHTS for Small Molecule Inhibitors of the ERG Ets/DNA interaction | fluorescence polarization, His-ERG Ets domain / labelled DNA | Potency, µM (top dose mostly 76.9 µM), for inactives: at the top dose FP activity, negative = inhibition, hits mostly inhibitors | Transcriptional regulator ERG (Homo sapiens), P11308 | hit rate 0.028% among 370,000; active = well fitted inhibition curve with a large enough effect in the polarisation, with a control signal flat; inconclusive = small, poorly fitted or top-dose-only effect, or effect the other way, or a change in a side signal; inactive = no such curve, though single readings can be large or run the other way; the % refers to the polarisation;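 note: polarization taken with two DNA probes labelled with fluorescein and Texas red; potency is the fitted concentration of half-maximal effect; % of control where 0% means no effect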
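His-tagged ERG Ets domain (1 uM in the protein solution; 300mM KCl, 50mM Tris-HCl, 1mM EDTA, 1mM DTT, pH 7.5) received compound, then a probe mix of 5 nM fluorescein-DNA and 100nM Texas-615-DNA. Fluorescence polarization was read for both dyes.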
POLK inh – qHTS for Inhibitors of Polymerase Kappa; hit rate 0.53% among 400,000; purified Pol kappa, fluorescent DNA synthesis assay, 10 min; Potency, µM (top dose mostly 107 µM), for the others: at the highest dose activity, negative = inhibition, hits mostly inhibitors; note: potency is the fitted concentration of half-maximal effect; % is set by controls: 0 for no effect and ±100 for the full control effect
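Kinetic fluorescence screen: compound preincubated 15 min RT with 10 nM enzyme; 50 nM substrate (final) initiates; reads at 0/10 min.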
POLH inh – qHTS for Inhibitors of Polymerase Eta. DNA polymerase eta (Homo sapiens), Q9Y253. recombinant Pol eta, fluorescent DNA replication assay. Potency, µM (series often up to 114 µM), without a hit: at the highest dose activity change, negative = inhibition, most hits filed as inhibitors. hit rate 1.2% among 390,000; note: potency is the fitted concentration of half-maximal effect; % is set by controls: 0 for no effect and ±100 for the full control effect
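Pol eta at 10 nM preincubated with compounds 15 min at room temperature; reaction started with fluorescent substrate (50 nM final) and read kinetically at 0 and 10 min.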
APEX1 inh – qHTS Assay for Inhibitors of the Human Apurinic/apyrimidinic Endonuclease 1 (APE1). DNA repair nuclease/redox regulator APEX1 (Homo sapiens), P27695. recombinant APE1, TAMRA/BHQ-2 abasic DNA cleavage fluorescence. Potency, µM (highest dose often 65.8 µM), inactives show at the top dose activity change, negative = inhibition, hits mostly inhibitors. hit rate 0.35% among 350,000;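 note: potency is the fitted concentration of half-maximal effect; plate controls were vehicle for no effect and reference inhibitor for full effect; nearly all actives have a fitted effect of over 55% in size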
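Substrate: short duplex with […] THF abasic site, 5'-TAMRA and 3'-BHQ-2, 50 nM final. APE1 at 0.75 nM, preincubated 15 min RT with compound. Fluorescence increase from first to third read measured activity.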
Active calls of the source: *; u = inconclusive; x = no result given; & = joins results of further samples; [ ] = remark or other dose. Unless noted, calls come from the whole dose curve; as a rule, active = well fitted curve in the direction sought with a large enough effect; inconclusive = small, poorly fitted or top-dose-only effect, or another doubt; inactive = no such curve, though single readings can be large; an effect the other way counts as inactive or inconclusive. These rows are one share of the data; count on the stated rates, not on these rows.

smiles | LDHA block | Pol beta inh | Apoferritin bind | RGS4 inhibitor | ALOX12 inh | ERG-DNA inh | POLK inh | POLH inh | APEX1 inh
O=c1cc(CSc2nnc(-c3cccs3)n2Cc2ccccc2)nc2sc3ccccc3n12 | -1.1 | 10µM* | u | -10.3% | -9.7% | -0.9% | 79.4µM* | u | u
COC(=O)[C@H](C)NC(=O)Nc1cccc(C)c1 | -10.6 | 11.2% | -8.7% | -53.7% | 0.0% | -5.4% | -11.3% | -14.3% | -2.8%
Cc1ccccc1CSc1nc(-c2cccc(F)c2)nc2c1Cc1c(CO)cnc(C)c1O2 | 0.7 | -1.4% | -10.0% | -19.2% | 0.5% | 5.9% | -9.2% | -6.6% | x
Cc1ccc(C(=O)NCCNc2ccc([N+](=O)[O-])cc2C(F)(F)F)cc1 | 2.2 | -2.3% | u | -14.7% | -13.8% | -6.5% | -5.1% | -23.7% | 1.7%
CCOC(=O)c1ccccc1NC(=O)Cn1c(-c2nonc2N)nc2ccccc21 | -5.7 | -1.6% | -23.9% | 9.4% | -18.1% | -2.6% | -6.4% | -4.8% | -3.2%
CC1CCC(NCCNC(=O)c2ccco2)CC1 (stereo not given) | -9.0 | 39.8% | -11.4% | -25.0% | 2.82µM* | -2.7% | 1.1% | -2.4% | 18.3%
COc1ccc(S(=O)(=O)NNC(=O)Nc2ccc(F)cc2F)c(OC)c1 | -10.1 | 32.5% | 0.0% | 6.8% | 8.7% | 4.8% | -10.9% | 2.6% | 18.1%
O=C(CN1C(=O)c2ccccc2S1(=O)=O)Nc1ccc(S(=O)(=O)N2CCCCCC2)cc1 | -2.0 | -19.5% | -18.5% | 5.2% | -2.3% | 11.2% | -1.4% | -2.9% | u

Further records
smiles | LDHA block | Pol beta inh | Apoferritin bind | RGS4 inhibitor | ALOX12 inh | ERG-DNA inh | POLK inh | POLH inh | APEX1 inh
O=C(Oc1ccc2c(-c3ccccc3)cc(=O)oc2c1)C1CCCCC1 | -5.7 | 9.0% | -13.2% | 11.1% | -0.2% | 3.2% | -3.4% | -11.4% | 1.3%
CN(C)CCCN(C(=O)c1ccc2c(c1)OCCO2)c1nc2ccccc2s1 | -1.0 | -16.2% | -1.4% | 1.7% | u | -1.5% | -3.1%[60.1 µM] | -25.1% | x
Cc1cccc(N(Cc2cc3cc(C)ccc3[nH]c2=O)C(=O)c2cccs2)c1 | 2.5 | -6.4% | 4.7% | 6.0% | -0.9% | -7.4% | -12.5% | -12.1% | -3.2%
CCN(CC)S(=O)(=O)c1ccc(NC(=O)CN(c2ccc(OC)cc2OC)S(C)(=O)=O)cc1 | -3.1 | -0.3% | -4.7% | 1.8% | 0.0% | -7.5% | -4.4% | -8.2% | -2.1%
Cc1ccccc1NS(=O)(=O)c1cccc(-c2nnc(-c3ccccc3)o2)c1 | 0.0 | 9.1% | -19.8% | 14.7% | 0.0% | -1.4% | -19.7% | 1.1% | -11.6%
CN1C/C(=C/c2ccncc2)C(=O)/C(=C/c2ccncc2)C1 | -1.4 | 40.9% | 0.0% | -29.3% | 13.3% | -4.5% | 2.5% | -9.4% | 84.0%[activator]
CCc1c(C(=O)c2ccc(Cl)cc2)oc2c(C)c3oc(=O)cc(C)c3cc12 | -1.5 | 25.0% | -4.4% | -11.3% | x | -13.6% | 2.0% | -21.8% | -4.3%
COc1cccc(CNC(=O)c2ccc3c(c2)nc2n3CCC(C)C2)c1OC (stereo not given) | -4.7 | -3.5% | -10.8% | 10.9% | 0.2% | 0.6% | -16.1%[60.1 µM] | 0.0% | x

New compounds follow
smiles | LDHA block | Pol beta inh | Apoferritin bind | RGS4 inhibitor | ALOX12 inh | ERG-DNA inh | POLK inh | POLH inh | APEX1 inh
CC1CNc2c(cccc2S(=O)(=O)N[C@@H](CCCN=C(N)N)C(=O)N2CC[C@@H](C)C[C@@H]2C(=O)O)C1 (stereo not given in full) | x | 0.0% | -1.2% | x | 31.0%[activator][57.4 µM] | x | x | x | 1.1%
CCCCC1(C2CCCC2)NC(=O)NC1=O (stereo not given) | -5.6 | x | x | 11.5% | -21.8% | -3.5% | -7.6% | -19.7% | x
O=C(NCCc1ccc(Cl)cc1)c1ccc(Nc2nc3ccccc3n3nnnc23)cc1 | -3.1 | 29.3% | 7.4% | -6.6% | -29.2% | 0.7% | 10.4% | -0.8% | x
CC(C)CCNC(=O)c1cc2c(=O)n3ccccc3nc2s1 | 0.9 | 64.1% | 162.0%[activator] | -23.1%[56.9 µM] | 0.0% | -5.5% | -15.4% | 15.9% | 0.1%
CC1CCN(CCC(=O)Nc2ccc(Br)cc2)CC1 | -4.2 | x | x | -8.4% | u | x | -9.2% | 3.2% | x
Oc1ccccc1-c1cc(-c2ccc(Cl)cc2)n[nH]1 | 2.7 | 2.2% | -14.6% | -4.6% | -7.8% | 2.1% | 5.0% | -17.1% | 22.0%
O=C(c1ccc(Nc2nc3ccccc3n3nnnc23)cc1)N1CCN(c2cccc(C(F)(F)F)c2)CC1 | -6.2 | -1.0% | -6.0% | 12.3% | -0.1% | 0.3% | -20.9% | -4.8% | x
COc1cc(CN2CCC(n3nccc3NC(=O)c3ccccc3OC)CC2)ccc1F | 3.4 | 8.2% | -8.1% | -16.6% | 5.5% | 12.2% | -1.6% | -15.5% | -5.0%

Next compounds follow:
smiles | LDHA block | Pol beta inh | Apoferritin bind | RGS4 inhibitor | ALOX12 inh | ERG-DNA inh | POLK inh | POLH inh | APEX1 inh
O=C(Cc1cccs1)N1CCN(c2ccc(F)cc2)CC1 | -0.9 | 10.0% | 3.7% | -2.6% | 29.6% | -2.0% | -4.7% | -15.1% | 8.8%
CC1C(=O)C(C)C(c2ccc([N+](=O)[O-])cc2)NC1c1ccc([N+](=O)[O-])cc1 (stereo not given) | -0.8 | 37.3% | -21.5% | -18.5% | 0.4% | -7.0% | -10.3% | -12.2% | -4.6%
CC(=O)Cc1nsc(NC(=O)c2ccc(F)cc2)n1 | -0.4 | 19.2% | -5.7% | 2.9% | -5.6% | 5.1% | -2.9% | -12.2% | 0.3%
COc1ccc(CCC(=O)Nc2ccccc2C(F)(F)F)cc1 | -9.4 | -11.8% | 1.3% | -2.2% | 14.5% | 6.0% | -10.3% | -12.8% | -3.5%
O=C(NCc1ccco1)c1cc(-c2cccnc2)nc2ccc(Cl)cc12 | -6.0&-8.9 | -28.3% | 6.5% | -0.3%[11.4 µM] | 0.0%&0.2% | -0.7% | -12.0% | u | -2.8%
COc1ccc(S(=O)(=O)N2CCN(c3cccc(C)c3C)CC2)c2ccccc12 | 0.0 | 2.7% | -5.0% | 0.2% | -1.3% | -0.5% | -3.9% | -7.4% | x
O=[N+]([O-])c1ccc2c(c1)C(N1CCOCC1)/C(=C/C1(O)CCCCC1)O2 (stereo not given) | 0.6 | -4.9% | -12.1% | 0.0% | -5.2% | 8.0% | 4.2% | -11.9% | -1.7%
COc1ccc(Cn2nnnc2C(c2ccc(C)cc2)N2CCN(C3CCCC3)CC2)cc1 (stereo not given) | -1.3 | 10.9% | -12.3% | 2.9% | u | -5.8% | -9.2% | -21.3% | -2.4%

Next compounds follow.
smiles | LDHA block | Pol beta inh | Apoferritin bind | RGS4 inhibitor | ALOX12 inh | ERG-DNA inh | POLK inh | POLH inh | APEX1 inh
O=C(O)c1cccc2c1/C(=N/Nc1ccc([N+](=O)[O-])cc1[N+](=O)[O-])c1ccccc1-2 | -0.6 | -15.9% | -0.9% | -0.4% | x | 11.9% | -9.3% | -5.6% | -9.5%
COc1ccc(C2(C)NC(=O)N(CC(=O)Nc3ccc4ccccc4c3)C2=O)cc1OC (stereo not given) | 0.8 | x | x | 14.4% | u | -1.6% | -7.4% | -29.6% | 5.3%
C=CCOc1ccc(C(=O)Nc2ccc(OCC)cc2)cc1 | -2.6 | 39.8%[activator] | -8.8% | 5.0% | 1.3% | -15.4% | -4.9% | -11.9% | 7.8%
COC(=O)c1sc(N2C(=O)C(O)=C(C(=O)c3ccc(C)o3)C2c2cccs2)nc1C (stereo not given) | 0.8 | 15.4% | -16.2% | -22.8% | x | 22.8% | -16.0% | -14.7% | 3.3%
C=CCSc1nnc2c(n1)OC(c1ccco1)Nc1ccccc1-2 (stereo not given) | -1.5 | 7.2% | -11.6% | -1.5% | -25.2% | -3.7% | -1.4% | u | 16.6%
CCCCN(C)Cc1c(C)[nH]c2ccc(OCC)cc2c1=O | 2.3 | 0.0% | 5.0% | 20.8% | -2.1% | 1.0% | -18.3% | -8.2% | 6.4%
COc1ccccc1N1CCN(C(CNS(=O)(=O)c2cc(F)ccc2F)c2cccnc2)CC1 (stereo not given) | -2.0 | -4.0% | 1.3% | -7.2% | 0.1% | 5.4% | -17.4% | -21.5% | u
O=C(NNC1CC(=O)N(c2ccc(Cl)cc2)C1=O)c1ccco1 (stereo not given) | -3.7 | 27.2% | -14.0% | -1.0%[56.9 µM] | 0.0% | 4.7% | -4.9% | -16.9% | 1.6%
Cn1c(=O)n(C)c2cc(N3CCCCC3)c(NC(=O)c3ccc(C(C)(C)C)cc3)cc21 | 3.7 | 36.8% | -3.4% | 9.0% | u | 6.5% | 10.0% | -1.0% | x
